Compound activity (PubChem BioAssay)
Mtb UGM inh = Mtb UDP-galactopyranose mutase inhibition; P9WIQ1; purified UGM, fluorescence polarization probe displacement; inhibition, % at 10 µM; AID 504406; 0.06% of 320,000 active; in the data active = inhibition above about 10%, passing the limit was not always enough; inconclusive = no clear call, values can overlap the other calls
BoNT-F LC inh = inhibitors of Botulinum neurotoxin F light chain protease; 0.22% of 360,000 active; inhibition, % at 10 µM; Multiplex microsphere protease cleavage assay, flow cytometry; in the data active = inhibition above about 35%, passing the limit was not always enough; inconclusive = no clear call, values can overlap the other calls; note: plate controls were buffer without enzyme for full effect and enzyme alone for no effect
CCHF vOTU inh = blocks the CCHF virus ovarian tumor domain protease | CCHFV vOTU protease, Pep-AMC fluorescence | inhibition, % at 11.5 µM | 0.55% of 370,000 active | AID 651958; note: 0% = vehicle wells with enzyme and 100% = no enzyme wells
MazF activator = MazEF (E. coli) toxin RNase activation; P0AE70; FAM/BHQ RNA-DNA oligo cleavage fluorescence, 5 h; activation, % at 20 µM; 0.32% of 350,000 active; AID 504720; in the data active = activation above about 50%
GDH-TPI inh = GDH-TPI coupled enzyme inhibition counter-screen. GDH-TPI coupled enzyme counterscreen, NADH absorbance. inhibition, % at 4.8 µM. 1.2% of 360,000 active. AID 588335;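 note: 0% = DMSO wells and 100% = wells lacking the enzyme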
FBA Mtb inh = Mtb fructose-bisphosphate aldolase inhibition; 2.3% of 360,000 active; inhibition, % at 1 µM; purified M. tuberculosis FBA, fluorescence read-out; P9WQA3; in the data active = inhibition above about 27%;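 note: 0% = vehicle and 100% = reference inhibitor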
Target sequence (P9WQA3 whole entry, looked up): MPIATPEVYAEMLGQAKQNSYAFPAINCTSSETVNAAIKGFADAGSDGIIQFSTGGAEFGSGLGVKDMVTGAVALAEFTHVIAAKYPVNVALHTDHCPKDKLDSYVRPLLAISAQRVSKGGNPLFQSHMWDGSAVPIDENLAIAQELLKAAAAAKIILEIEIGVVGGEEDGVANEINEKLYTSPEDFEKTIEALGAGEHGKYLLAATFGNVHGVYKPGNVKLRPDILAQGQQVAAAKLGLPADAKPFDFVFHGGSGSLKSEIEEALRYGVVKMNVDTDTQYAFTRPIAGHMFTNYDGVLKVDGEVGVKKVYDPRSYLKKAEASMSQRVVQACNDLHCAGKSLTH
Rv3671c protease = Rv3671c (M. tuberculosis) protease inhibition; 0.048% of 320,000 active; AID 2606; inhibition, % at 5.96 µM; P9WHR9; in the data active = inhibition above about 38%;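 note: extracellular domain of Rv3671c used as enzyme; 0% = enzyme with DMSO and 100% = no enzyme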
Target sequence (P9WHR9 whole entry, looked up, the tested form may be a part): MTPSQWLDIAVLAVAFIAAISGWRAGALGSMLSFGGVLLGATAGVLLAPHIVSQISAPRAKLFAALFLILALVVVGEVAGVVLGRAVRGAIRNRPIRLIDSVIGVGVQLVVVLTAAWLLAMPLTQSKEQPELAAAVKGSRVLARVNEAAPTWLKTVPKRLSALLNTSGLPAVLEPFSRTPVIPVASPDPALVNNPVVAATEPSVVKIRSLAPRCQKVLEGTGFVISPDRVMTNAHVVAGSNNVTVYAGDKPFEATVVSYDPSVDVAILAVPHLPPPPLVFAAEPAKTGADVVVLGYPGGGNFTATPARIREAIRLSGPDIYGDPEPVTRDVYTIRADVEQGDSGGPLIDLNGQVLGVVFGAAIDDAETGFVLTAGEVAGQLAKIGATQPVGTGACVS
Mtb BioA inh = blocks M. tuberculosis BioA enzyme activity. purified M. tuberculosis BioA enzyme, plate reader. inhibition, % at 9.99 µM. 0.096% of 360,000 active. AID 602481; in the data active = inhibition above about 40%; inconclusive = no clear call, values can overlap the other calls
FadD28 FP inh = inhibitors of Mycobacterium tuberculosis FadD28 bisubstrate binding; FadD28 bisubstrate probe binding, fluorescence polarization; inhibition, % at 12.5 µM; 0.22% of 360,000 active; in the data active = inhibition above about 8.5%, passing the limit was not always enough; inconclusive = no clear call, values can overlap the other calls
VHR inh abs = blocks human VHR1 dual specificity phosphatase | recombinant VHR phosphatase, pNPP absorbance | inhibition, % at 13.3 µM | 0.52% of 290,000 active | AID 1654; in the data active = inhibition above about 50%; note: some compounds called inactive have numbers as strong as hits
Target sequence (P51452 whole entry, looked up): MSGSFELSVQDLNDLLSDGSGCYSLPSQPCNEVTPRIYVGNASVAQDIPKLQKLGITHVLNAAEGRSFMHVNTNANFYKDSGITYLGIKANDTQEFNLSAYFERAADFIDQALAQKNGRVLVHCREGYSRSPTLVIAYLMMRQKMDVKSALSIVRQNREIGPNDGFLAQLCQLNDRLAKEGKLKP
The depositor's hits bear a star; ? = inconclusive; · = not tested or not shown. Cut-off read from the data, not from the text of the source, unless noted: active = inhibition above about 30%; inactive = the rest. An unsorted share of the library. Share with any hit: about 4.9%.

The first 3 entries, ahead of the listing:
1. COc1ccc(C2SCC(=O)Nc3c2c(=O)[nH]n3C2CCCCCC2)cc1 (stereo not drawn)
2. NC(Cc1ccc(Cl)cc1)c1csc(Nc2cc(Oc3ccccc3)ncn2)n1 (stereo not drawn)
3. C(=N\Nc1nnnn1-c1ccccc1)/c1ccncc1

assay / compound	1	2	3
Rv3671c protease	-1	·	0
FadD28 FP inh	1.5	-8.5	-0.4
FBA Mtb inh	4	0	4
Mtb BioA inh	-0.1	0.0	·
CCHF vOTU inh	-5	2	7
Mtb UGM inh	-1.4	·	0.0
VHR inh abs	2	·	-2
MazF activator	-5	·	-4
BoNT-F LC inh	-6	-20	-4
GDH-TPI inh	-2	5	12

Main list, from the start:
1. COc1ccc(C2SCC(=O)Nc3c2c(=O)[nH]n3C2CCCCCC2)cc1 (stereo not drawn)
2. NC(Cc1ccc(Cl)cc1)c1csc(Nc2cc(Oc3ccccc3)ncn2)n1 (stereo not drawn)
3. C(=N\Nc1nnnn1-c1ccccc1)/c1ccncc1
4. CCOc1ccc(C2=CS/C(=C(\C#N)c3nnc4n3CCCCC4)N2CC)cc1
5. CC1(C)CC(=O)C2=C(C1)NC(SCC(=O)Nc1ccccc1)=C(C#N)C2c1ccco1 (stereo not drawn)
6. CCN(CC)S(=O)(=O)c1cccc(C(=O)NC2=NCCS2)c1
7. N#C/C(=C\C1CC=CCC1)c1nc2ccccc2[nH]1 (stereo not drawn)
8. CCC(=O)n1nc(-c2cccnc2)nc1NCc1cccs1

assay / compound	1	2	3	4	5	6	7	8
Rv3671c protease	-1	·	0	-3	-5	3	2	3
FadD28 FP inh	1.5	-8.5	-0.4	-1.5	0.2	-1.2	-2.7	-0.9
FBA Mtb inh	4	0	4	-1	8	-1	17	0
Mtb BioA inh	-0.1	0.0	·	-2.8	2.5	-0.1	11	-0.3
CCHF vOTU inh	-5	2	7	7	16	-10	11	-3
Mtb UGM inh	-1.4	·	0.0	-0.2	0.6	-3.1	-2.0	1.1
VHR inh abs	2	·	-2	21	-11	9	1	-29
MazF activator	-5	·	-4	-2	7	11	-18	1
BoNT-F LC inh	-6	-20	-4	0	0	?	-3	-4
GDH-TPI inh	-2	5	12	32*	14	8	-2	-1

9. COCCCNC(=O)CCc1nc2cccnc2n1Cc1ccc(OC)cc1
10. CC1CC(N(C(=O)c2ccco2)c2ccccc2)c2ccccc2N1C(=O)c1ccco1 (stereo not drawn)
11. CCCCCCCC(=O)NC1=NC(=O)C(C)(C)S1
12. O=C(Nc1ccc2c(c1)CCO2)Nc1nnc([C@H]2C[C@H](O)[C@@H](CO)O2)s1
13. CCOC(=O)C1(Cc2ccccc2)CCCCCC1=O (stereo not drawn)
14. COc1ccc(-n2nc(C(=O)NCC(=O)Nc3cccc(Cl)c3)c3ccccc3c2=O)cc1
15. O=S(=O)(c1cccc(Cl)c1)N1CCSc2ccccc21
16. CC(C)c1ccc(C(=O)NCCCN2CCOCC2)cc1

assay / compound	9	10	11	12	13	14	15	16
Rv3671c protease	1	-9	6	·	·	-10	0	1
FadD28 FP inh	0.7	-5.6	-4.5	0.6	-2.0	-0.1	-0.4	0.1
FBA Mtb inh	-3	-1	1	-1	1	-1	0	0
Mtb BioA inh	·	·	-0.1	12	·	-2.5	-2.0	0.1
CCHF vOTU inh	-8	1	-7	-10	1	-4	-7	-7
Mtb UGM inh	2.3	5.2	-2.3	·	·	2.5	-1.5	1.5
VHR inh abs	23	-8	-3	·	·	32	·	-12
MazF activator	-4	-3	0	·	7	4	-14	7
BoNT-F LC inh	-1	5	?	-1	0	4	-12	-2
GDH-TPI inh	12	-4	0	2	-8	-5	5	-6

17. Clc1cccc(Cc2c(-c3cccc(Cl)c3)nc3ccc(Br)cn23)c1
18. O=C(NCCc1ccc(F)cc1)NC12CC3CC(CC(C3)C1)C2
19. COc1ccc(CNC(=O)CCNS(=O)(=O)c2ccc(C)cc2)cc1
20. O=C(COC(=O)CNC(=O)c1ccc(Br)cc1)NCCC1=CCCCC1
21. CS(=O)(=O)N1CCCCC1CCN1CCCCC1 (stereo not drawn)
22. CC(=O)C(Cc1ccccc1)NC(=O)CN(C)Cc1ccccc1Cl (stereo not drawn)
23. CCOc1ccccc1OCCCC(=O)N(CC)CC(=O)Nc1c(F)cccc1F
24. Cc1ccc(N2C(N)=C(C#N)C(c3cc(CN4CCOCC4)cs3)C3=C2CC(C)(C)CC3=O)cc1 (stereo not drawn)

assay / compound	17	18	19	20	21	22	23	24
Rv3671c protease	·	7	0	-6	·	1	-8	2
FadD28 FP inh	-3.3	-4.0	-0.6	-2.9	0.8	0.1	-2.1	-3.7
FBA Mtb inh	-1	-2	-2	-10	0	5	2	-2
Mtb BioA inh	-1.7	-0.5	0.1	·	1.2	-4.8	0.1	1.7
CCHF vOTU inh	10	-4	26	-6	-16	10	4	-3
Mtb UGM inh	·	-0.5	0.3	2.0	·	3.4	3.6	0.6
VHR inh abs	·	2	5	13	·	-7	·	-12
MazF activator	·	-2	8	-2	0	-6	1	0
BoNT-F LC inh	-2	-2	-19	1	-4	11	-19	0
GDH-TPI inh	·	-3	-4	-9	11	9	1	-1

25. COc1cc(NC(=O)COC(=O)c2n[nH]c3ccccc23)c(C)cc1[N+](=O)[O-]
26. Cc1[nH]nc(N=CC2=C(O)CC(c3ccco3)CC2=O)c1-c1ccc(Cl)cc1 (stereo not drawn)
27. Cc1noc(NS(=O)(=O)c2ccc(NC(=O)C(F)(F)F)cc2)c1C
28. CC(=O)C1=C(O)C(=O)N(CCCn2ccnc2)C1c1ccc(Cl)cc1 (stereo not drawn)
29. CCC(=O)N1CCc2cc(Br)cc(S(=O)(=O)CCC(=O)NCC3CCCO3)c21 (stereo not drawn)
30. Cc1ccc(NC(=O)COc2cccc(-n3cnnn3)c2)cc1S(=O)(=O)N1CCOCC1
31. Cc1ccc(C(=O)NCCNS(=O)(=O)c2ccccc2)cn1
32. CC(C)c1ccc(N(CC(=O)NC2CCCCC2)C(=O)CNC(=O)c2ccco2)cc1

assay / compound	25	26	27	28	29	30	31	32
Rv3671c protease	-23	1	4	1	1	-10	-5	4
FadD28 FP inh	-0.4	-1.8	-0.5	-0.8	0.1	0.4	2.2	-0.1
FBA Mtb inh	-1	-1	0	2	2	-1	0	1
Mtb BioA inh	-2.7	-1.5	-0.5	·	0.3	-0.7	-1.4	0.3
CCHF vOTU inh	0	-29	15	8	2	5	-17	3
Mtb UGM inh	-3.9	-2.5	3.4	1.1	-3.6	1.1	-0.6	1.0
VHR inh abs	2	22	21	0	10	·	5	31
MazF activator	10	-11	-2	5	10	3	5	5
BoNT-F LC inh	-5	-4	?	-4	10	-8	3	3
GDH-TPI inh	5	-1	2	4	4	-5	3	-2

33. CN(C(=O)CSc1ccccc1C(=O)O)C1CCCCC1
34. CCCn1c(CN2CCN(C(=O)OCC)CC2)nc2cc(NC(C)=O)ccc21
35. CCCCN(Cc1ccc(C(=O)N[C@H](C(=O)O)C(C)C)cc1)C(=O)C(c1ccccc1)c1ccccc1
36. Cc1ccc(NS(=O)(=O)N2CCOCC2)cc1
37. O=C(Nc1nnc(-c2cccs2)o1)c1cc(-c2ccccc2)nc2ccccc12
38. O=C(COc1nncc2ccccc12)Nc1ccc(Br)cc1F
39. C=CCN(C(=O)OC(C)(C)C)S(=O)(=O)NCc1ccccc1
40. CCOc1ccccc1NC(=O)C1CCCN(S(=O)(=O)c2cccc3nsnc23)C1 (stereo not drawn)

assay / compound	33	34	35	36	37	38	39	40
Rv3671c protease	3	4	-1	·	-18	1	0	4
FadD28 FP inh	-1.6	·	-0.2	1.1	-4.5	-3.0	-0.2	0.5
FBA Mtb inh	2	1	1	-3	3	1	2	7
Mtb BioA inh	·	1.1	0.6	-1.1	0.9	-0.5	-0.3	-1.6
CCHF vOTU inh	-9	2	22	-2	23	-4	-1	5
Mtb UGM inh	-2.3	-0.5	-0.2	-1.6	-1.7	-1.1	1.7	4.5
VHR inh abs	27	16	·	19	-11	9	·	10
MazF activator	0	0	-9	-2	-6	0	3	5
BoNT-F LC inh	0	-4	-2	-7	-22	-4	-1	·
GDH-TPI inh	8	-3	-5	3	20	-8	8	14

41. COCc1cc(/C=N\NC(=O)c2ccc(Cl)cc2)ccc1OC
42. Cc1nc2cc(CO)ccc2s1
43. O=C(Cn1cc(/C=C\[N+](=O)[O-])c2ccccc21)Nc1ccccc1
44. Cn1cc(S(=O)(=O)Nc2ccc(Oc3ccccc3)cc2)c(=O)n(C)c1=O
45. O=C1C2=C(C(c3ccccc3)=NCCN2)C(c2cccc([N+](=O)[O-])c2)N1c1ccccc1 (stereo not drawn)
46. Cc1cc(O)c(CN2CCN(c3ccccc3)CC2)cc1C
47. CCOC(=O)N1CCN(c2ccc(N3C(=O)CCCC3=O)cc2[N+](=O)[O-])CC1
48. Cc1ccc2cccc(S(=O)(=O)Nc3c(C)n(C)n(-c4ccccc4)c3=O)c2n1

assay / compound	41	42	43	44	45	46	47	48
Rv3671c protease	-4	-5	-16	7	-4	0	-13	8
FadD28 FP inh	-0.2	-3.6	-0.3	-2.9	-1.6	-0.6	0.8	-1.8
FBA Mtb inh	1	0	-3	0	0	3	-7	1
Mtb BioA inh	·	-0.5	·	0.3	0.4	-0.7	-5.0	·
CCHF vOTU inh	0	2	12	-9	-3	1	0	-5
Mtb UGM inh	0.6	-1.4	-3.0	-0.3	-2.7	-0.7	4.5	0.8
VHR inh abs	5	0	9	6	22	27	23	10
MazF activator	6	3	-12	3	6	7	-1	-1
BoNT-F LC inh	-8	3	·	0	1	2	-8	-2
GDH-TPI inh	19	-9	13	3	8	-3	-1	-9

Limited to BoNT-F LC inh, GDH-TPI inh and CCHF vOTU inh (2 entries from above):
no. | Molecule | BoNT-F LC inh | GDH-TPI inh | CCHF vOTU inh
45 | O=C1C2=C(C(c3ccccc3)=NCCN2)C(c2cccc([N+](=O)[O-])c2)N1c1ccccc1 (stereo not drawn) | 1 | 8 | -3
46 | Cc1cc(O)c(CN2CCN(c3ccccc3)CC2)cc1C | 2 | -3 | 1

Further results.
49. Cc1cccc(-c2oc(C)c(C)[n+]2[O-])c1
50. CS(=O)(=O)Cc1cccc(C(=O)NC2CCSc3ccccc32)c1 (stereo not drawn)
51. CC(CCl)OC(C)CCl (stereo not drawn)
52. CC(=O)Nc1ccc(N(CC(O)Cn2c3ccccc3c3ccccc32)S(=O)(=O)c2ccc(C)cc2)cc1 (stereo not drawn)

assay / compound	49	50	51	52
Rv3671c protease	1	1	8	-65
FadD28 FP inh	-0.7	·	-2.0	-1.3
FBA Mtb inh	3	1	4	-3
Mtb BioA inh	-0.2	-4.5	-0.1	-1.5
CCHF vOTU inh	-5	3	-4	5
Mtb UGM inh	-4.9	-1.6	1.2	1.4
VHR inh abs	-16	4	·	-2
MazF activator	2	-3	-2	-8
BoNT-F LC inh	-13	1	2	-6
GDH-TPI inh	8	5	-1	15
